# Compound activity: PubChem BioAssay, several laboratories
# TbHK1 inh: T. brucei hexokinase 1 inhibition; inhibition, % at 10 µM; recombinant TbHK1, G6PDH-coupled NADH A340; 0.11% of 220,000 active;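 active = inhibition of 50% or more in the single-dose primary screen; inactive = inhibition below 50%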
# eIF4E-4G inh: inhibitors of eIF4E and eIF4G interaction in translation initiation; P63073+Q04637; TR-FRET eIF4E-eIF4GI(517-606) binding, 2 h; inhibition, % at 21.7 µM; 0.37% of 220,000 active; AID 782;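 active = inhibition above about 30%, limit read from the data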;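 also: 0% = full FRET control wells and 100% = background wells lacking eIF4GI fragment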
# Target sequence (P63073 whole entry, looked up, the tested form may be a part): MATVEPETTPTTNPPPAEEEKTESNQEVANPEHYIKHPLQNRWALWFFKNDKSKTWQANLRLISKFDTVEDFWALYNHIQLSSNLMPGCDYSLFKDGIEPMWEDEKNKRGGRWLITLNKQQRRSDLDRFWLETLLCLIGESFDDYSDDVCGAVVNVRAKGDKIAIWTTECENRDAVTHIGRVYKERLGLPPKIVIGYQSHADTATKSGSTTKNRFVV
# Target sequence (Q04637 whole entry, looked up, the tested form may be a part): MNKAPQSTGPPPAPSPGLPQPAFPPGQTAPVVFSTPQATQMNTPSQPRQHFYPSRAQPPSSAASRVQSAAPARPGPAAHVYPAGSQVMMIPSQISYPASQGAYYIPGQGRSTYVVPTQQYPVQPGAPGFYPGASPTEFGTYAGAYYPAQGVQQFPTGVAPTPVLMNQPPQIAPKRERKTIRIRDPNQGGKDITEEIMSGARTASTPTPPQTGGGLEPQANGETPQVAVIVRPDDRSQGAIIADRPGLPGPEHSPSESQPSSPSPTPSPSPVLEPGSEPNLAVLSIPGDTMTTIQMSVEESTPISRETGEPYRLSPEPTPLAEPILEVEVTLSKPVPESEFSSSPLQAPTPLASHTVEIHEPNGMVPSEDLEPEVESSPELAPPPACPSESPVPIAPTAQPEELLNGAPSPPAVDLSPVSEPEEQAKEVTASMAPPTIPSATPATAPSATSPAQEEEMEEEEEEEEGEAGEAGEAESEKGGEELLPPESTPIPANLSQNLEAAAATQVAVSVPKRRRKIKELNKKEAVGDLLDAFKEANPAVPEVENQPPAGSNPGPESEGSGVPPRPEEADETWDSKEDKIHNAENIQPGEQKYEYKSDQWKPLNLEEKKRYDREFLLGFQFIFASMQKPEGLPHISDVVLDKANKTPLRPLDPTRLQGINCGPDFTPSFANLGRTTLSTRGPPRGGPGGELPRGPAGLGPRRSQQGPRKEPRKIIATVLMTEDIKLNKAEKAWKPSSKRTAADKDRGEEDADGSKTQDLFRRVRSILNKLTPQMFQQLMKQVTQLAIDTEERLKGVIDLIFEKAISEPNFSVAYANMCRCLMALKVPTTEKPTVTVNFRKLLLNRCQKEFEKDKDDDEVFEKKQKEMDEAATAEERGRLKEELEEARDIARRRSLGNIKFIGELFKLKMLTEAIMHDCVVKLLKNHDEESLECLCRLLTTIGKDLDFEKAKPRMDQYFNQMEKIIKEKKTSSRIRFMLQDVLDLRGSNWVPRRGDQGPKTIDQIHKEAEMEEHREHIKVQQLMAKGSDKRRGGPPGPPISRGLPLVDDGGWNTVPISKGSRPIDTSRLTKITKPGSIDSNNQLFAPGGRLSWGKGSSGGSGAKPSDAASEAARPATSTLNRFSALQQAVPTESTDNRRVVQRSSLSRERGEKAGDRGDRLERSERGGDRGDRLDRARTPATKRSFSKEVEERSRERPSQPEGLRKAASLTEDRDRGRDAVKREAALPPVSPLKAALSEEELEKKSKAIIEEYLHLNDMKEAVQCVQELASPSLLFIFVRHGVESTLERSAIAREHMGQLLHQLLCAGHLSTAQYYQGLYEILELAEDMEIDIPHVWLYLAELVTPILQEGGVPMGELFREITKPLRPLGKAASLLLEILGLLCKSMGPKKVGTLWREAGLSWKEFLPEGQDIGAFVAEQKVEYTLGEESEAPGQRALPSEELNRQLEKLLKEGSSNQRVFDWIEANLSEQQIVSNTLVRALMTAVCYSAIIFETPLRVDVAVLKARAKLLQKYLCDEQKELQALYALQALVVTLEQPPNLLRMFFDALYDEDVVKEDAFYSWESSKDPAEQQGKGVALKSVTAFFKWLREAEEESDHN
# Rad51 HR inh: blocks human Rad51 in homologous recombination; Q06609; AID 1385; inhibition, % at 10 µM; 0.085% of 200,000 active; hRad51 DNA strand exchange, fluorescence dequenching;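 active = inhibition above 40% at the single screening dose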;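 also: 0% = DMSO control wells and 100% = blanks with heterologous ssDNA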
#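 Material: hRad51 filaments on single-stranded DNA; Reagent: Donor/quencher-labelled 47-bp dsDNA substrate; Compound: 10 µM final, single point; Schedule: 37 °C 15-min filament assembly, 30-min compound preincubation, 15-min exchange; Technique: FRET fluorescence, excitation 485 nm, emission 520 nm; Benchmarks: control wells and blank wells on each plate.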
# L929 necroptosis: blocks zVAD induced death of L929 cells. AID 1377. viability rescue, % at 10 µM. 0.38% of 220,000 active. L929 zVAD necroptosis rescue, ATP luminescence, 24 h; with zVAD 60 µM;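 active = activation, scaled between plate controls, above about 75%, limit read from the data; inactive = activation under that limit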;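 also: 0% = zVAD with DMSO and 100% = DMSO alone without zVAD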
# Hck-Nef inh: blocks Nef-activated human Hck kinase. Recombinant Hck-YEEI plus Nef, Z-Lyte FRET kinase assay. 0.68% of 220,000 active. inhibition, % at 20 µM;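 active = Hck-Nef kinase inhibition above about 50%, limit read from the data; inactive = inhibition below that limit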;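 also: 0% = DMSO with Hck plus Nef and 100% = Hck alone without Nef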
# Calpain2 inh: blocks pig calpain II enzyme activity; purified calpain II, fluorogenic peptide substrate, 30 min; inhibition, % at 16 µM; 0.37% of 220,000 active;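 active = inhibition above about 50%, limit read from the data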
# EP2 antag: EP2 receptor (human) inhibition; C6 glioma cells expressing human EP2, cAMP TR-FRET; cells stimulated with saturating PGE2; inhibition, % at 25 µM; 0.52% of 260,000 active; AID 1422;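 active = percent inhibition above 40 after rounding to a whole number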;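 also: rat C6 glioma host cells with rolipram phosphodiesterase inhibitor present; the protocol text gives 20 µM as final concentration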
# 14-3-3 Bad inh: disrupts binding of bovine 14-3-3 zeta to phospho-Bad peptide | 0.71% of 220,000 active | TR-FRET 14-3-3zeta/Dy647-pBad peptide displacement, 1 h | inhibition, % at 21.7 µM | AID 781;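 active = inhibition above about 70%, limit read from the data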;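 also: 0% = full 14-3-3 plus peptide FRET controls and 100% = background without 14-3-3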
# EP2 mod: EP2 receptor (human) modulation; P43116; EP2-expressing cells, cAMP HTRF FRET, PGE2 co-stimulation; induction, % at 25 µM; 0.83% of 260,000 active; AID 940;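 active = compounds whose cAMP rise, as percent of the full-agonist control response, exceeds 60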;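 also: rat C6 glioma line stably carrying human EP2 under a CMV promoter; the protocol text gives 20 µM as final concentration; 100% = response of wells given 1 µM PGE2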
# Numbers without * were called inactive; i = inactive; x = not tested or not shown; & = joins results of further samples; [ ] = dose if it differs, or a comment. These rows are one share of the data; count on the stated rates, not on these rows.
# The line under a structure holds: TbHK1 inh	eIF4E-4G inh	Rad51 HR inh	L929 necroptosis	Hck-Nef inh	Calpain2 inh	EP2 antag	14-3-3 Bad inh	EP2 mod
(1) CC(C)(C)n1nc2c(c1NC(=O)c1cccs1)CS(=O)C2 (stereo not given)
 : -1	-2	8	-0.1	0	-4	4	7	7
(2) Nc1nc(-c2cccnc2)nn1C(=O)COc1ccccc1
 : 5	3	-6	0.9	12	-13	4	-4	18
(3) CCN(c1ccc(NC(=O)CSc2nnc3nc(C)cc(C)n23)cc1)C(C)C
 : -10	-5	17	-1.2	1	-80	11	-2	-40
(4) O=C(CS(=O)(=O)Cc1ccccc1)Nc1ncccn1
 : 2	-19	-5	0.0	-2	2	13	-3	31
(5) CCOc1ccc(NC(=S)Nc2cc(-c3ccccc3)[nH]n2)cc1
 : -5	2	2	0.1	1	25	9	-3	-49
(6) CC(=O)c1ccc(N2CCN(C(=O)c3ccc(OCc4c(C)noc4C)cc3)CC2)cc1
 : -29	-6	1	1.7	5	-9	11	-5	-27
(7) COc1ccc(C2=NOC(C(=O)NCc3cccs3)C2)cc1OC (stereo not given)
 : -6	-4	-8	-0.2	2	17	9	-11	3
(8) COc1cc(S(=O)(=O)N(C)C)ccc1F
 : 6	-3[fluorescence artefact?]	3	0.4	11	-14	1	9[fluorescence artefact?]	16
(9) CCOC(Cn1cc(C)c(=O)[nH]c1=O)OCC
 : 2	-3	3	2.7	13	-1	4	-2	4
(10) CCCC(OC(=O)CN1C(=O)COc2ccccc21)C(=O)NC1CCCC1 (stereo not given)
 : -5	-3	x	3.9	-1	-4	x	10	5
(11) O=C(O)CCC(=O)Nc1ccccc1C(=O)NC1CCCCC1
 : -2	2[fluorescence artefact?]	11	-0.2	-2	-8	7	1[fluorescence artefact?]	34
(12) CCn1c(SCC(=O)NCCc2ccccc2)nc2c(c1=O)SC(C)C2 (stereo not given)
 : -16	-1	1	-0.1	6	-15	10	2	-2
(13) O=C(c1ccccc1)n1ccc(-c2cnc(-c3ccccc3)s2)n1
 : -26	2	-2	6.2	-1	-213	9	0	15
(14) CNC(=S)NNC(=O)COc1cccc(C)c1C
 : -3	3	-5	0.2	2	6	6	-6	17
(15) CSCCNC(=O)c1ccc(C(C)(C)C)cc1
 : 2	-2[fluorescence artefact?]	4	0.1	-1	14	17	-8[fluorescence artefact?]	-10
(16) O=[N+]([O-])c1ccccc1/C=C/C=N/N1CCCCC1
 : -9	2	-6	-1.0	26	16	5	-22	-12
(17) COc1ccc(C(=O)NNC(=O)c2cc3cc(OC)ccc3oc2=O)cc1
 : -2	-3	-6	1.9	9	-150	7	-8	-8
(18) Cc1ccc(S(=O)(=O)NC(C)C(c2cccs2)N2CCOCC2)cc1 (stereo not given)
 : 8	2	-2	-1.2	-7	30	12	60	5
(19) Cc1ccccc1CC1(CO)CCCN(C(=O)c2cc(Cl)ccc2F)C1 (stereo not given)
 : 10	1	x	0.3	-7	30	10	1	-27
(20) COc1ccc2c(c1)c1ncn(CCN3CCCCC3)c(=O)c1n2C
 : -3	-1	4	0.2	2	i	4	-8	-7

# Three compounds from above, sorted by molecular weight, low to high:
# The line under a structure holds: TbHK1 inh	eIF4E-4G inh	Rad51 HR inh	L929 necroptosis	Hck-Nef inh	Calpain2 inh	EP2 antag	14-3-3 Bad inh	EP2 mod
(15) CSCCNC(=O)c1ccc(C(C)(C)C)cc1
 : 2	-2[fluorescence artefact?]	4	0.1	-1	14	17	-8[fluorescence artefact?]	-10
(16) O=[N+]([O-])c1ccccc1/C=C/C=N/N1CCCCC1
 : -9	2	-6	-1.0	26	16	5	-22	-12
(2) Nc1nc(-c2cccnc2)nn1C(=O)COc1ccccc1
 : 5	3	-6	0.9	12	-13	4	-4	18

# (further entries)
# The line under a structure holds: TbHK1 inh	eIF4E-4G inh	Rad51 HR inh	L929 necroptosis	Hck-Nef inh	Calpain2 inh	EP2 antag	14-3-3 Bad inh	EP2 mod
(21) CCOC(=O)/N=C(/NC(=O)Nc1ccc(C(=O)OCC)cc1)OC
 : 2	-14	1	0.3	1	-7	16	-3[fluorescence artefact?]	-2
(22) CC(C)n1cc(/C(N)=N/O)c(=O)n(Cc2ccccc2)c1=O
 : -6	10	8	0.4	1	17	10	-4	-10
(23) COc1ccc(N2CCC(CNC(=O)Nc3cccc(OC)c3)C2)cc1 (stereo not given)
 : -9	x	7	0.8	0	-19	9	x	-65
(24) CC#CC[N+](C)(C)CC(=O)c1ccccc1
 : -7	-1	8	-0.2	4	-14	7	5	9
(25) Cc1noc(C)c1C(=O)N1CCN(c2ccc(OCc3ccccc3)cc2)CC1
 : 5	-2	23	-1.0	14	3	6	5	-44
(26) CC(C)Nc1nc(-c2ccncc2)nc(-c2ccc(Cl)cc2)c1C#N
 : 1	-3	0	0.3	21	-13	9	-1	44
(27) CC1=NN(c2nc(-c3ccc(C)cc3)cs2)C(=O)C1N=Nc1ccc(C(N)=O)cc1 (stereo not given)
 : -7	2	-5	2.7	-3	-176	11	25	-47
(28) Cc1cc(N2CCC(C)CC2)n2ncc(-c3ccccc3)c2n1
 : -19	2	-4	3.9	4	-21	11	-14[fluorescence artefact?]	30
(29) O=C1C(C2=NC(c3ccccn3)C3C(=O)N(c4ccccc4)C(=O)C23)=C(O)c2ccccc21 (stereo not given)
 : -18	1	1	0.3	22	-44	9	-12	0
(30) COC(=O)c1c(C)[nH]c(C(=O)C(C)Sc2nnc(-c3cc(OC)c(OC)c(OC)c3)o2)c1C (stereo not given)
 : -13	5	-6	0.6	2	-27	9	3	-5
(31) Cc1n[nH]c(=O)nc1NCC1CCCO1 (stereo not given)
 : 5	1	-10	-0.1	1	-9	7	-5	6
(32) CCOC(=O)c1sc(=S)n(-c2cccc(OC)c2)c1N
 : -35	0	-1	0.6	-1	6	5	18	18
(33) CN(CC(O)COc1ccccc1F)C1CCCCC1 (stereo not given)
 : 0	-1	14	0.0	6	-19	6	-3	-11
(34) Cc1ccc2nc(-c3ccc(N4C(=O)CC(N5CCC(C(N)=O)CC5)C4=O)cc3)sc2c1 (stereo not given)
 : -16	3[fluorescence artefact?]	8	0.4	6	-29	5	-4[fluorescence artefact?]	-7
(35) CC(NC(=O)CCCCCN1C(=O)c2ccccc2C1=O)c1ccc2c(c1)CCCC2 (stereo not given)
 : 1	2	-4	0.6	2	57*	7	6	-1
(36) CN1C=CC(=CC=C2C=CC(=O)C=C2)C=C1
 : -38	-1	-31	0.8	-41	-27	12	-11	11
(37) O=C(CNC(=O)Cn1ccc2ccccc2c1=O)NCCCN1CCN(c2cccc(Cl)c2)CC1
 : -16	6	3	0.3	0	-6	9	-6	3
(38) CCn1c(CNC(=O)c2ccccc2F)nnc1SCc1nc2ccccc2c(=O)[nH]1
 : 3	-2	1	1.0	24	-18	1	-8	7
(39) COc1cccc(C2C3=C(CC(C)(C)CC3=O)Nc3n[nH]c(C)c32)c1 (stereo not given)
 : -9	0	10	-1.3	20	-416	4	-15	8
(40) C=CCn1c(SCC(=O)Nc2ccc(-c3nc4ccc(C)cc4s3)cc2)nnc1-c1ccncc1
 : -17	12	2	0.7	9	-463	12	32	-12

# The closing three entries of the section before open the next one.
# The line under a structure holds: TbHK1 inh	eIF4E-4G inh	Rad51 HR inh	L929 necroptosis	Hck-Nef inh	Calpain2 inh	EP2 antag	14-3-3 Bad inh	EP2 mod
(38) CCn1c(CNC(=O)c2ccccc2F)nnc1SCc1nc2ccccc2c(=O)[nH]1
 : 3	-2	1	1.0	24	-18	1	-8	7
(39) COc1cccc(C2C3=C(CC(C)(C)CC3=O)Nc3n[nH]c(C)c32)c1 (stereo not given)
 : -9	0	10	-1.3	20	-416	4	-15	8
(40) C=CCn1c(SCC(=O)Nc2ccc(-c3nc4ccc(C)cc4s3)cc2)nnc1-c1ccncc1
 : -17	12	2	0.7	9	-463	12	32	-12
(41) Cc1cccc(NC(=S)NCCN2CCOCC2)c1
 : -3	9	0	-0.3	5	4	5	-13[fluorescence artefact?]	4
(42) N#Cc1c(NC(=O)C2CC(c3ccccc3Cl)=NO2)sc2c1CCC2 (stereo not given)
 : -2	-12	3	-0.1	1	-38	3&-3	-7	-18&13
(43) O=C(O)c1ccccc1-n1c2ccccc2c2ccccc21
 : -17	3	-11	0.8	11	-12	7	1	25
(44) Cc1c(C(=O)Nc2ccc(F)cc2)c2ccccn2c1CCc1ccncc1
 : -10	2	-10	-0.4	1	-81	4	6[fluorescence artefact?]	4
(45) CC1CC(C)CN(Cc2nc(N)nc(Nc3ccccc3)n2)C1 (stereo not given)
 : 6	-3	-8	-0.2	1	-3	13	1	8
(46) Nc1ccccc1C#CCCCCO
 : -2	-8[fluorescence artefact?]	-4	1.7	-2	7	3	-8	21
(47) CCOC(=O)c1c(NC(=O)C2CCCCC2C(=O)O)sc2c1CCCCC2 (stereo not given)
 : -2	-1	19	2.1	13	-11	11	-11	36
(48) O=C(CSc1nnc(Cn2c(=O)sc3ccccc32)n1-c1ccccc1)NCC1CCCO1 (stereo not given)
 : -1	-2[fluorescence artefact?]	7	0.3	-1	5	9	-5	-14
(49) CCCCNCCCOc1cccc(Cl)c1Cl
 : 1	-11	-2	1.1	-1	-21	13	5	-35
(50) O=C1OCCC1Sc1nc2cc(Cl)ccc2s1 (stereo not given)
 : 1	3	-1	2.7	1	-2	11	8	-15
(51) CCCn1ncc(CN2CCC(Cc3cccc(F)c3)(C(=O)OCC)CC2)c1C
 : -6	3	x	-0.8	-4	34	2	-2	-9
(52) O=c1c2sc3ccccc3c2[nH]c(=S)n1CCN1CCOCC1
 : -7	0	6	0.5	0	-14	4	5	4
(53) CCCC(=O)Nc1ccc2c(c1)nc(CCNC(=O)c1ccccc1)n2C
 : 2	-16	4	0.7	-2	-53	3	-2	13
(54) O=C(NCCN=C1NS(=O)(=O)c2ccccc21)c1ccncc1
 : -3	0	8	1.3	0	-28	6	-7	6
(55) O=C(Cc1ccccc1)NNC(=S)NC(=O)c1cccnc1
 : -12	-5	14	0.8	1	-10	11	-12	12
(56) CCN(c1ccccc1)S(=O)(=O)c1ccc(Cl)c(NC(=O)CN(C)C2CCN(C)CC2)c1
 : 10	1	2	-0.7	14	9	8	90*	-49
